# Screens deposited in PubChem BioAssay by several laboratories.
# OX1R antag-1 – OX1R (human) antagonism; AID 485270; inhibition, % at 6.6 µM; OX1R-expressing cells, FRET antagonist read-out; 330,000 tested, 1.8% active; in the data active = inhibition mostly above about 38%, no sharp cut-off; inactive = mostly below about 40%;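 also: 0% = agonist challenge alone and 100% = reference antagonist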
# Target sequence (O43613 whole entry, looked up): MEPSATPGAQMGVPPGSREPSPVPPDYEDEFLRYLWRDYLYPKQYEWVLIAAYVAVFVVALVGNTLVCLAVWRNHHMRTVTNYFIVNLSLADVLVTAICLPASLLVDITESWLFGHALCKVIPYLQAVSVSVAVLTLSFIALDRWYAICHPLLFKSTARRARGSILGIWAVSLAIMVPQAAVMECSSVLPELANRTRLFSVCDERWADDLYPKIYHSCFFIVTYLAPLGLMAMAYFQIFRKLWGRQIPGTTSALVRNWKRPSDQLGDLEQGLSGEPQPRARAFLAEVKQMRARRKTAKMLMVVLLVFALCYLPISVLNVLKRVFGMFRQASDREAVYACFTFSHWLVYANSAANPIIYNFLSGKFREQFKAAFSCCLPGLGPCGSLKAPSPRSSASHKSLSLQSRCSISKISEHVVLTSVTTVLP
# CHT PAM – human CHT allosteric activation | CHT-expressing cells, membrane potential dye, choline EC20; stronger effect = higher value; LV-AA mutant CHT in HEK293 cells | B-score at 10 µM | 310,000 tested, 0.49% active | AID 488977;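 active = initial fluorescence not abnormally high and integrated response B-score, plate-corrected, over 3 SD above library mean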
# Target sequence (Q9GZV3 whole entry, looked up): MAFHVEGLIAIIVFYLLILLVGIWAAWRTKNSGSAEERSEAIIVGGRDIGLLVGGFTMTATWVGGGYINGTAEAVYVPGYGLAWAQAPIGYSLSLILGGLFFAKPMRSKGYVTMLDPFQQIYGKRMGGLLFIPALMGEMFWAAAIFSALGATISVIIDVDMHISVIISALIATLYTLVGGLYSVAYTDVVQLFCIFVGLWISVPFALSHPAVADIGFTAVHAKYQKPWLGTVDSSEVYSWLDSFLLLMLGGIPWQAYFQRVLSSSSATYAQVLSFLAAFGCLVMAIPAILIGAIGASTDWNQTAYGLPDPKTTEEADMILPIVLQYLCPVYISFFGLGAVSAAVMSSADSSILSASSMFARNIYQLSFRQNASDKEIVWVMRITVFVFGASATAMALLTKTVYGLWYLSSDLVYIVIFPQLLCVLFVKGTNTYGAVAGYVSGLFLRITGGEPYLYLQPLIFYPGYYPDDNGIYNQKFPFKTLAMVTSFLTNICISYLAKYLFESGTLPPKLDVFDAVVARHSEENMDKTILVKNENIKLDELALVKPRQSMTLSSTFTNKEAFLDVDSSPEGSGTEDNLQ
# OX1R antag-2 – antagonists of human orexin 1 receptor. CHO/OX1R cells, Fluo-8 calcium fluorescence, orexin A. 330,000 tested, 0.43% active. O43613. AID 434989. inhibition, % at 5 µM;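 active = inhibition above its plate's threshold, mean inhibition of all tested compounds on the plate plus 3 SD, cut at about 37% in these data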;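 also: 0% = orexin A challenge wells and 100% = SB-334867-A antagonist wells; not every result past the cut was called active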
# An asterisk follows results filed as active; i = inactive; · = not tested or not shown. This is a random part of the collection; overall some 2.5% were active at least once.
structure,OX1R antag-1,CHT PAM,OX1R antag-2
Cc1c(N2C(=O)/C(=C\c3ccccc3O)SC2=S)c(=O)n(-c2ccccc2)n1C,28,i,-7
COc1cccc(N2CCN(C(=O)/C=C/c3ccco3)CC2)c1,-11,i,-25
O=C(CSc1ccccc1F)NCC1(N2CCCCC2)CCCCC1,10,·,-39
CCC(=O)NCc1ccc2[nH]c(C)cc2c1,31,i,-20
COc1cc(C(=O)N2CCN(Cc3ccccn3)CC2)cc(OC)c1OC,-7,i,-3
CCn1c(SCC(=O)Nc2ccc(N3CCOCC3)cc2)nnc1-c1ccc(OC)cc1,19,i,-16
NCCOc1ccc(C23CC4CC(CC(C4)C2)C3)cc1,-2,i,2
COc1cc(-c2nnc3sc(Cc4ccc(Cl)cc4)nn23)cc(OC)c1OC,20,i,-19
COc1ccc(S(=O)(=O)Nc2cccc3c2O[C@H](CN(C)S(=O)(=O)c2cccs2)[C@@H](C)CN([C@H](C)CO)C3=O)cc1,7,·,-1
CCOC(=O)C1(CCOc2ccccc2)CCN(Cc2ccc(-n3cccn3)cc2)CC1,9,6.3*,-25
O=C(CSc1ccccc1)Nc1nnc(-c2ccco2)o1,21,i,-14
Cc1ccccc1C(=O)c1cccn1CC(=O)NCCC1=CCCCC1,33,i,-25
CCOc1ccccc1-n1nnnc1SCC(=O)O,13,i,-16
CCOc1ccccc1NC(=O)CSc1nc(=O)n(CCCN2CCOCC2)c2c1CCCC2,27,i,-23
Cc1ccc2nc(-c3ccc(NC(=O)CN4CCN(C(=O)c5ccco5)CC4)cc3)sc2c1,13,i,17
O=C(CSc1ncccn1)n1c2c(c3ccccc31)CCCC2,16,i,-46
O=C(O)C1CCN(c2ncccn2)CC1,17,i,-21
CC(=O)CSc1ccc(-c2nc3ccccc3[nH]2)cn1,13,i,-19
Cc1ccc(-c2nn(Cc3ccccc3)cc2/C=C/C(=O)O)cc1,33,i,2
C/C(=N/NC(=O)c1cc(C)[nH]n1)c1ccncc1,9,i,-10
O=C(c1cc(-c2ccccc2)n[nH]1)N1CCc2c([nH]c3ccccc23)C1c1ccccn1 (centres undefined),13,i,-11
CCOc1ccccc1CN1CCN(C2CCSCC2)CC1CCO (centres undefined),7,i,-18
CCOC(=O)C(CCCCCOc1ccccc1[N+](=O)[O-])C(=O)OCC,14,i,-22
COCCCNC(=S)Nc1ccc(C)cc1[N+](=O)[O-],13,i,-7
O=C(NC(=O)c1ccccc1F)OCc1ccc(Cl)cc1Cl,-1,i,-21
CC1CCCC(C)N1C(=O)c1ccc(S(=O)(=O)NCc2ccco2)cc1 (centres undefined),26,i,-31
Cc1ccccc1-c1nnnn1C1CCS(=O)(=O)C1 (centres undefined),10,i,-2
O=[N+]([O-])c1ccc2sc(SCc3nc4ccccn4c3Br)nc2c1,17,i,-2
CC(=O)c1ccccc1NC(=O)C1CCCN(C(=O)c2ccc(Cl)cc2)C1 (centres undefined),13,·,-20
C/C(=N/Nc1nc(-c2ccccc2F)nc2ccccc12)c1ccccc1O,17,i,-20
CCc1ccc(NC(=O)C(=O)NNC(=O)c2cccc(OC)c2)cc1,4,i,19
Cc1cc(C)nc(N=Nc2c(O)n(Cc3ccc(Cl)cc3)c3ccccc23)n1,11,i,-26
COc1ccc(CN2CCC(N3CC(C)OC(C)C3)CC2)c(OC)c1OC (centres undefined),7,i,-9
COc1cccc(NC(=O)CN(C)C(=O)CSC(=S)N2CCCC2)c1,10,i,-15
CCOc1ccc(Nc2c3ccccc3nc3ccccc23)cc1,37,i,3
O=S(=O)(NCCc1ccncc1)c1cc(Br)ccc1F,21,i,-5
Cc1cc(C(C#N)c2ccccc2)n2ncnc2n1 (centres undefined),26,i,-2
Cc1ccnc(NC(=O)c2ccc3c(c2)C(=O)N(CC2CCCO2)C3=O)c1 (centres undefined),23,i,-16
Cc1ccc(NC2=C/C(=N/S(=O)(=O)c3cccs3)c3ccccc3C2=O)cc1C,9,i,-4
CCN(CC)S(=O)(=O)c1ccc(-c2nnc(SCC(=O)N3c4ccccc4CC3C)n2CC)cc1 (centres undefined),-1,i,-23
Cc1ccc(C)c(Sc2ccc(S(=O)(=O)Nc3ccc(C(=O)O)cc3)cc2)c1,10,·,37
COC(=O)c1cc[n+](CC(=O)c2ccccc2)cc1,42,i,-15
Cc1cc(C)c2cc(CN(CCO)C(=O)Nc3ccc(F)cc3)c(=O)[nH]c2c1,-7,i,-21
COC(=O)c1ccc(COc2cc([N+](=O)[O-])cc3cccnc23)cc1,13,i,0
Cc1ccc(CNc2ccc3c(c2)OCO3)c(C)c1,21,i,4

# (next part)
Molecule | OX1R antag-1 | CHT PAM | OX1R antag-2
COc1ccccc1C1=NOC(COC(=O)c2ccc(Br)cc2)C1 (centres undefined) | 12 | i | -34
CCCC[C@@H]1CNC(=O)C(=O)N1CCc1cccc2ccccc12 | 5 | i | -10
Cc1nn(-c2ccccc2)c(C)c1C(=O)OCC(=O)N(C)c1ccccc1 | 5 | · | 10
O=C(Nc1ccccc1)N(CCN1CCOCC1)Cc1ccccc1F | 8 | i | -23
CCCn1nnnc1NCc1ccc(OC)cc1OC | 15 | i | -8
CCS(=O)(=O)N1CCCC(C(=O)NCC2CCCO2)C1 (centres undefined) | 20 | i | 3
O=C(c1ccccc1S(=O)(=O)NCC(O)COc1ccc([N+](=O)[O-])cc1)N1CCCCC1 (centres undefined) | 8 | i | -20
CC(C)CC(=O)NCCCCc1ccccc1 | 5 | i | -3
O=[N+]([O-])c1ccc(N2CCSCC2)cc1 | 28 | i | -2
CCCOP(=O)(c1ccc(N(C)C)cc1)C(O)c1cc(OC)ccc1OC (centres undefined) | 29 | i | -8
COc1cccc(/C=N/NC(=O)c2nnn(-c3nonc3N)c2C(C)C)c1OCc1ccc(F)cc1 | 5 | i | 12
COc1cccc(NC(=O)CN(C)CC(=O)Nc2ccc(Br)cc2)c1 | 18 | i | -22
O=C(CCNc1n[nH]c(=O)[nH]c1=O)N/N=C/c1ccc(C(F)(F)F)cc1 | 0 | i | -16
COC(=O)Cn1c(=O)c(=O)n(CC(=O)OC)c2ccccc21 | 8 | i | -4
Cc1cccc(-c2nc3cc(NC(=O)C4CCCO4)ccc3o2)c1 (centres undefined) | 4 | i | -17
O=S(=O)(c1ccc(Cl)nc1)N1CCc2ccccc21 | 1 | i | -6
O=C(Nc1ccccc1N1CCCC1)C1CCN(S(=O)(=O)c2ccc(F)cc2)CC1 | 18 | i | -16
Cn1nc(C(=O)Nc2ccc(S(=O)(=O)N3CCCC3)cc2)ccc1=O | 18 | i | -9
Cc1cc(C(=O)COC(=O)c2ccc(Br)o2)c(C)n1Cc1ccco1 | 20 | i | -2
COc1ccc(CNC(=O)COC(=O)c2sccc2C)cc1OC | 3 | · | -11
N#Cc1cc2sc3nnc(-c4ccncc4)n3c2cc1C#N | 16 | i | -3
Cc1nn(Cc2ccccc2Cl)c(C)c1NC(=O)CSc1n[nH]c(C)c1[N+](=O)[O-] | 7 | i | -7
CC1(C)Oc2ccc3ccc(=O)oc3c2/C(=C/N)C1=O | 14 | i | -5
CCOC(=O)c1c(NC(=O)CSc2nnc(-c3ccncc3)n2Cc2ccco2)sc(C)c1C | 41 | i | -25

# Molecules listed so far that have fluorine:
Molecule | OX1R antag-1 | CHT PAM | OX1R antag-2
O=C(CSc1ccccc1F)NCC1(N2CCCCC2)CCCCC1 | 10 | · | -39
O=C(NC(=O)c1ccccc1F)OCc1ccc(Cl)cc1Cl | -1 | i | -21
C/C(=N/Nc1nc(-c2ccccc2F)nc2ccccc12)c1ccccc1O | 17 | i | -20
O=S(=O)(NCCc1ccncc1)c1cc(Br)ccc1F | 21 | i | -5
Cc1cc(C)c2cc(CN(CCO)C(=O)Nc3ccc(F)cc3)c(=O)[nH]c2c1 | -7 | i | -21
O=C(Nc1ccccc1)N(CCN1CCOCC1)Cc1ccccc1F | 8 | i | -23
COc1cccc(/C=N/NC(=O)c2nnn(-c3nonc3N)c2C(C)C)c1OCc1ccc(F)cc1 | 5 | i | 12
O=C(CCNc1n[nH]c(=O)[nH]c1=O)N/N=C/c1ccc(C(F)(F)F)cc1 | 0 | i | -16
O=C(Nc1ccccc1N1CCCC1)C1CCN(S(=O)(=O)c2ccc(F)cc2)CC1 | 18 | i | -16

# Remaining list, next part
Molecule | OX1R antag-1 | CHT PAM | OX1R antag-2
COc1ccc(C(=O)Nc2ccc(S(=O)(=O)N3CCOCC3)cc2)cc1OC | 19 | i | -25
N/C(=N\OC(=O)COc1ccc([N+](=O)[O-])cc1)c1ccncc1 | 10 | i | -7
Cc1oc(-c2cc3c(cc2Cl)OCO3)nc1CN1CCCC(C(=O)N2CCOCC2)C1 (centres undefined) | 9 | i | -42
Cc1c(OCC(=O)NC(Cc2ccc(Cl)cc2)C(=O)O)ccc2c3c(c(=O)oc12)CCCC3 (centres undefined) | 7 | i | 8
CC(=O)N(CC(=O)O)c1ccccc1C(=O)O | 31 | i | -9
O=[N+]([O-])c1ccc2nc(-c3ccc(Cl)cc3)n(OCc3ccccc3)c2c1 | 15 | i | -5
COC(=O)[C@H](Cc1ccccc1)NC(=O)NCc1ccc(S(N)(=O)=O)cc1 | 0 | i | -6
COCCn1c(SCC(=O)Nc2ccc(C(C)=O)cc2)nc2c([nH]c3ccccc32)c1=O | 1 | i | -16
NNC(=O)CNC(c1ccccc1)c1cc(Br)ccc1NC(=O)c1cccc(Cl)c1 (centres undefined) | 7 | i | -43
C/C(=N\Nc1ncc(Cl)cc1Cl)c1ccc(S(=O)(=O)NCc2ccco2)cc1 | 56 | i | -17
Oc1cccnc1SCc1ccccc1 | 29 | i | -7
CC(C)(C)c1ccc(C(CC(=O)O)NC(=O)Cc2ccc(F)cc2)cc1 (centres undefined) | 10 | i | -16
CCc1nc(SCC(=O)c2ccc(C)c(C)c2)n[nH]1 | 11 | i | -1
CCn1cnc2sc(C(=O)Oc3cccc(C)c3)c(C)c2c1=O | 8 | i | -23
O=C(NCc1ccccc1Cl)C1CCCN(S(=O)(=O)c2cccc3nsnc23)C1 (centres undefined) | 20 | i | -4
CCCCCCc1cc2cc(-c3nnc(-c4ccccc4O)o3)c(=O)oc2cc1O | 11 | i | 12
CCc1ccc(OCCNC(=O)c2cccs2)cc1 | -3 | i | -7
CC(OC(=O)c1ncc(Cl)c(Cl)c1Cl)C(=O)NC1(C#N)CCCCC1 (centres undefined) | 26 | i | -24
CCOc1ncccc1C(=O)OCc1csc(CC(=O)Nc2ccccc2C)n1 | 5 | · | -23
CC(C)(C)NC(=O)CSc1nc2scc(-c3ccccc3)c2c(=O)[nH]1 | 7 | i | -3
O=C1O/C(=C/c2ccccc2)N=C1c1ccccc1 | 12 | i | -17
C/C=C/C(=O)OCC(=O)Nc1cc(-c2cc(C)c(C)cc2C)nn1-c1ccccc1 | 3 | i | -41
C=C1CCN(Cc2ccccc2)S(=O)(=O)c2ccccc21 | 33 | 9* | -11
CCOC(=O)/C(=C/C=C/c1ccccc1)NC(=O)c1ccccc1 | 9 | i | -30
Cc1ccc(S(=O)(=O)NCCC(=O)NNC(=O)c2ccccc2O)cc1C | 40 | i | 1
CCOC(=O)c1cc(NC(=O)c2ccc(C)cc2)c(=O)oc1C(F)(F)F | -4 | i | -2
Cc1c(NC(=O)c2ccc(F)c(S(=O)(=O)N3CCOCC3)c2)c(=O)n(-c2ccccc2)n1C | 9 | i | -7
CCc1cccc2c(=O)c(C(=O)NCCCOC)c[nH]c12 | 21 | i | -10
CC1(C)CC(=O)C(CO)=C(c2cccc3ccccc23)C1=O | 5 | · | -4
CCCN1CCN(C(=O)c2ccc3nc(CC)c(CC)nc3c2)CC1 | 3 | i | -25
CCOC(=O)CSC1=N/C(=C\c2ccc(OC)c(OC)c2)C(=O)N1C | 24 | i | -26
CC(=O)C(C)n1cnc2scc(-c3ccc(C)cc3)c2c1=O (centres undefined) | 12 | i | -15
Cc1ccc(C(=O)OCC(=O)NCCc2ccccc2)cc1C | 1 | · | -33
C=CCn1c(COc2ccccc2F)nnc1SCC(=O)NC(=O)NCc1ccco1 | 15 | i | 2
CCOC(=O)c1c(NC(=O)CSc2nnc(-c3ccc(OC)cc3)o2)sc2c1CCC2 | 16 | i | -20
CC(C)NC(=O)CSc1nnc(-c2ccc(F)cc2)c2ccccc12 | 33 | i | -43
COc1ccc(/C=N/NC(=O)Cc2n[nH]c(=O)[nH]c2=O)cc1 | 18 | i | -6
C#CCOCCOCCOCCNc1nc(N2CCN(C(=O)C([C@@H](C)CC)n3cc(C(N)Cc4ccc(O)cc4)nn3)CC2)nc(N2CCN(C(=O)[C@H](CCC(=O)O)n3cc(C(N)CC(C)C)nn3)CC2)n1 (some centres undefined) | 27 | i | -13
CC1CC(NC2=NCCS2)CC(C)(C)C1 (centres undefined) | 9 | i | -23
O=C(CSc1ncn[nH]1)NC1CC2CCC1C2 (centres undefined) | 18 | i | -33
CC[N+](CC)(CC)C/C=C/CN1CCCCC1 | 10 | i | 12
CC1(C)NC(C)(C)/C(=C\c2cccs2)C(=O)C1=O | 43 | i | -18
Cc1ccc(C(=O)OC(C)C(=O)Nc2ccc(S(N)(=O)=O)cc2)cc1S(=O)(=O)N1CCOCC1 (centres undefined) | 13 | i | 1
COCCn1nnnc1C(c1ccccc1)N1CCN(Cc2ccc3c(c2)OCO3)CC1 (centres undefined) | 24 | i | -26
CCCCCN(C(=O)CCC(=O)OCCOc1ccccc1)c1c(N)n(CCCC)c(=O)[nH]c1=O | 14 | i | -27
CCc1ccc2[nH]c(O)c(N=NC3=NC(=O)CS3)c2c1 | 16 | i | -7
